ATXN viability – cell viability loss in ATXN counter-screen | S2 cells (HEK-293 line with an ATXN2-luciferase reporter) viability, CellTiter-Fluor protease fluorescence, 24 h | Potency, µM (titrated, usually from 56.7 µM), actives largely listed as cytotoxic | 400,000 tested, 0.49% active | AID 651635; note: potency is the fitted concentration of half-maximal effect; nearly all actives have a fitted effect of over 40% in size
KB-3-1 cytotox – kills parental KB-3-1 adenocarcinoma cells | Potency, µM (highest dose often 46.1 µM), for the others: at the top dose activity change, negative = cytotoxic, most hits filed as cytotoxic | KB-3-1 viability, CellTiter-Glo ATP luminescence, 72 h | 400,000 tested, 1.4% active | AID 1347075; note: potency is the fitted concentration of half-maximal effect; % is set by controls: 0 for no effect and ±100 for the full control effect; nearly all actives have a fitted effect of over 60% in size
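KB-3-1 parental drug-naive adenocarcinoma cells in DMEM/10% FBS, incubated 72 h at 37 C with pin-transferred compounds across a concentration series. Viability by CellTiter-Glo luminescence; concentration-response curves fitted after normalization.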
MCF10A rereplic – induces DNA re-replication in MCF 10a normal breast cells | MCF 10A DNA re-replication, Hoechst nuclear intensity, 48 h | Potency, µM (highest dose often 46.1 µM), inactives show at the top dose activity, positive = re-replication, most hits filed as activators | 350,000 tested, 2.9% active | AID 624296; note: potency is the fitted concentration of half-maximal effect; % of control where 0% means no effect; nearly all actives have a fitted effect of over 50% in size
ATXN2 expr inh – ATXN2 expression inhibition. HEK-293 ATXN2-luciferase reporter, luminescence, 24 h. Potency, µM (top dose mostly 57 µM), for inactives: top-dose activity change, negative = inhibition, hits mostly inhibitors. 360,000 tested, 0.72% active. AID 1745845; note: potency is the fitted concentration of half-maximal effect; % is set by controls: 0 for no effect and ±100 for the full control effect; nearly all actives have a fitted effect of over 55% in size
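ATXN2-luciferase reporter cells (luciferase flanked by upstream and downstream ATXN2 gene portions) were treated 24 h at 37 °C with compounds at up to 57 uM. SteadyGlo luminescence gave expression; GF-AFC fluorescence gave viability.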
SW480 rerep – induces DNA re-replication in SW480 colon adenocarcinoma cells; SW480 DNA re-replication, Hoechst DNA content imaging, 48 h; Potency, µM (titrated, usually from 46.1 µM), for inactives: top-dose re-replication activation, most hits filed as activators; 340,000 tested, 1.8% active; note: potency is the fitted concentration of half-maximal effect; % of control where 0% means no effect; nearly all actives have a fitted effect of over 55% in size
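Treated cells incubate 48 hr (37 C, 5% CO2), are stained 40 min with Hoechst, and nuclear fluorescence is enumerated; a rise in nuclei with high DNA signal marks re-replication.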
HT1080-NT tox – kills 2HG-producing HT-1080-NT fibrosarcoma cells. HT-1080-NT fibrosarcoma viability, CellTiter-Glo ATP luminescence, 48 h. Potency, µM (highest dose often 46.1 µM), for inactives: top-dose activity, negative = less viability, most hits filed as cytotoxic. 360,000 tested, 1.6% active. AID 686970;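 note: NT is the 2HG producing partner of a matched IDH1 knockdown line; potency is the fitted concentration of half-maximal effect; 0% = DMSO-treated cells and -100% = media-only wells without cells; nearly all actives have a fitted effect of over 55% in size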
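A 48-hour cytotoxicity screen used HT-1080-NT cells plated 2 hours before compound delivery. ATP-based CellTiter-Glo luminescence measured viability, normalized to DMSO and no-cell controls.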
IL-1B inflam inh – inflammasome signaling inhibition, IL-1 beta readout; THP-1 LPS/ATP IL-1B secretion, AlphaLISA, 16 h; hits give low values; activity change, % at 57.5 µM; 360,000 tested, 4.7% active; in the data active = activity change below about -50%; inconclusive = mostly about -30% to -49%; note: % is set by controls: 0 for no effect and ±100 for the full control effect
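THP-1 cells pretreated 1 hr with compounds (up to 57.5 uM final), then stimulated with LPS (250 ng/mL final) plus ATP (1.25 mM final); secreted IL-1B measured by AlphaLISA after 16 hr, decreased signal indicating inhibition.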
HT1080 IDH1KD tx – HT-1080 IDH1 knockdown cell toxicity (counter line) | HT-1080 IDH1 knockdown viability, ATP luminescence, 48 h | Potency, µM (top dose mostly 46.1 µM), without a hit: at the top dose activity, negative = toxicity, most hits filed as cytotoxic | 360,000 tested, 2% active | AID 686971;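 note: potency is the fitted concentration of half-maximal effect; 0% = DMSO wells and -100% = cell-free medium wells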
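Using the IDH1-knockdown HT-1080 line run in the same batch and compound series as the NT line, viability after 48 h at 37 °C was determined by CellTiter-Glo luminescence and expressed as % activity.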
KB-V1 MDR tox – KB-V1 MDR subline cytotoxicity. Potency, µM (highest dose often 46.1 µM), for the others: at the top dose activity change, negative = cytotoxicity, most hits filed as cytotoxic. KB-V1 MDR cells viability, CellTiter-Glo, 72 h. 400,000 tested, 3.4% active. AID 1347076; note: potency is the fitted concentration of half-maximal effect; % is set by controls: 0 for no effect and ±100 for the full control effect; nearly all actives have a fitted effect of over 60% in size
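Compound-treated KB-V1 multidrug-resistant cells, 72 h, 37 degrees C; viability by CellTiter-Glo. Fitted qHTS curves give the values.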
* = called active by the depositor; i = inactive; u = inconclusive; x = not tested or not shown; & = joins results of further samples; [ ] = remark or other dose. Unless noted, calls come from the whole dose curve; as a rule, active = well fitted curve in the direction sought with a large enough effect; inconclusive = small, poorly fitted or top-dose-only effect, or another doubt; inactive = no such curve, though single readings can be large; an effect the other way counts as inactive or inconclusive.

smiles	KB-V1 MDR tox	IL-1B inflam inh	HT1080-NT tox	ATXN2 expr inh	HT1080 IDH1KD tx	KB-3-1 cytotox	ATXN viability	SW480 rerep	MCF10A rereplic
CC(C)(C)c1cc(/C=N/O)cc(C(C)(C)C)c1O	u	11	-1%	2%	-5%	u	i	u	2%
COc1cc(/C=N/NC(=O)C(=O)/C=C2\NC(C)(C)Cc3ccccc32)ccc1O	-19%	-53*	u	-11%	u	-12%	u	u	u
CCc1nnc(NC(=O)c2ccc(-c3cc(C(F)(F)F)ccc3Cl)o2)s1	0%	9	8%	1%	8%	5%	i	-1%	-16%
CC(C)Cc1cc(C(=O)N2CCCC(CO)(Cc3ccc(F)cc3F)C2)n[nH]1 (configuration not stated)	-2%	30	-13%	x	1%	-1%	i	-32%	u
Cc1ccccc1-c1nc(CN2CCC(C(=O)NCc3cccs3)CC2)c(C)o1	0%	u	0%	0%	-16%	-10%	i	-3%	2%
CC(C)OC(=O)CC1=NC(=O)CS1	4%	8	3%	2%	20%	1%	i	-5%	-2%
COc1ccc(C(=O)C2CCCN(Cc3ccc(C#CCCO)cc3)C2)c(OC)c1 (configuration not stated)	u	15	-15%	x	3%	-15%	u	-15%	16%
CCc1nc2ccc(C(=O)N(CC)CCN(C)C)cn2c1N(C)Cc1cccs1	0%	-14	-9%	-3%	0%	-4%	i	x	x
CC(=O)N1CCc2c(sc(NC(=O)CCS(=O)(=O)c3ccccc3)c2C#N)C1	2%	i	8%	27%	8%	-9%	u	u	u
Cc1cc(OC(=O)c2cccc(Br)c2)c([N+](=O)[O-])c(=O)[nH]1	u	29	2%	0%	5%	28%	i	-3%	-2%
CCOC(=O)C1CCN(C(=O)c2ccc(S(=O)(=O)Nc3ccccc3Cl)cc2)CC1	u	u	-6%	-13%	-12%	-17%	i	-10%	1%
Cc1n[nH]c(=O)n1-c1ccc(Oc2ccccc2)cc1	-27%	36	-1%	12%	2%	-3%	i	-1%	0%
Cn1cnnc1SCC(=O)Nc1ccc2ccccc2c1	u	-9	4%	-6%	5%	13%	i	-2%	-1%
O=c1[nH]c(CSc2nnc(-c3ccccc3)n2C2CCCCC2)nc2ccccc12	-29%	5	-2%	-6%	-6%	-10%	i	-4%	-6%
C=CCOc1ccc(C2NC(=O)NC(C)=C2C(=O)OC)cc1 (configuration not stated)	10%	26	-9%	-32%	-12%	7%	i	-9%	1%
COC(=O)N(C)c1nc2ccccc2s1	u	13	26%	45%[activator]	22%	0%	i	-2%	-1%
Cc1c(Cl)c([N+](=O)[O-])nn1CCCC(=O)Nc1c(Cl)cccc1Cl	7.3µM*	10	8%	-4%	9%	-6%	i	-7%	13%
CCCC(C(=O)NC1CCCC1)N(C(=O)c1snc(C(N)=O)c1N)c1ccc(OCC)cc1 (configuration not stated)	-34%	-59*	1%	-31%	0%	-2%	u	1%	u
N#Cc1ccccc1NC(=O)COC(=O)C1CCN(C(=O)c2ccc(Cl)cc2)CC1	0%	16	3%	8%	4%	10%	i	5%	4%
CCn1c(=O)cc(OCC(=O)NCc2ccccc2Cl)c2ccccc21	-2%	x	x	0%	x	-5%	i	x	x
C[C@@H]1O[C@@H](O[C@H]2[C@H](Oc3cc(O)c4c(c3)OC(c3ccc(O)cc3)CC4=O)O[C@H](CO)[C@@H](O)[C@@H]2O)[C@H](O)[C@H](O)[C@H]1O (some centres not stated)	13%	9	u	4%	13%	0%	i	-37%[inhibitor]	-4%
COc1ccc(NC(=O)c2c3c(nc4ccccc24)CCC3)cc1S(=O)(=O)N1CCOCC1	u	0	-1%	1%	-6%	1%	i	-47%[inhibitor]	-3%
COc1ccc(N2CCN(CC(=O)Nc3sccc3C#N)CC2)cc1	16µM*	-4	2%	0%	-1%	-4%	i	9%	u
CCOC(=O)c1ccc(NC(=O)c2cccc(S(=O)(=O)N3c4ccccc4CC3C)c2)s1 (configuration not stated)	u	18	u	u	u	0%	u	u	3%
Oc1ccc(N=Nc2cccc(Cl)c2)cc1C=Nc1ccc(N2CCOCC2)cc1	-18%	-2	-13%	-25%	-10%	-3%	i	2%	-5%
COc1ccc(C2C(C(=O)Nc3ccccc3)=C(C)N=C3SCC(=O)N32)cc1 (configuration not stated)	0%	-10	0%	-19%	1%	4%	i	0%	-3%
C[n+]1c(/C=C/c2ccc(O)cc2)ccc2ccccc21	u	u	-7%	-12%	-5%	u	x	-1%	-1%
O=C(CSc1nc(-c2ccccc2Cl)ns1)Nc1ccc2c(c1)OCO2	0%	10	-25%	19%	-20%	0%	i	u	u
COc1ccccc1C(=O)Nc1ccc2nc(SCC(=O)N(C)C)sc2c1	u	-18	21%	10%	16%	-4%	i	-3%	-11%
CS(=O)(=O)c1cccc(-c2ccc3nncn3c2)c1	-3%	11	19%	6%	15%	0%	u	x	x

Entries from the list above containing a cyano group (3):
smiles	KB-V1 MDR tox	IL-1B inflam inh	HT1080-NT tox	ATXN2 expr inh	HT1080 IDH1KD tx	KB-3-1 cytotox	ATXN viability	SW480 rerep	MCF10A rereplic
CC(=O)N1CCc2c(sc(NC(=O)CCS(=O)(=O)c3ccccc3)c2C#N)C1	2%	i	8%	27%	8%	-9%	u	u	u
N#Cc1ccccc1NC(=O)COC(=O)C1CCN(C(=O)c2ccc(Cl)cc2)CC1	0%	16	3%	8%	4%	10%	i	5%	4%
COc1ccc(N2CCN(CC(=O)Nc3sccc3C#N)CC2)cc1	16µM*	-4	2%	0%	-1%	-4%	i	9%	u

The listing continues:
smiles	KB-V1 MDR tox	IL-1B inflam inh	HT1080-NT tox	ATXN2 expr inh	HT1080 IDH1KD tx	KB-3-1 cytotox	ATXN viability	SW480 rerep	MCF10A rereplic
O=P(O)(Cc1ccccc1)c1ccccc1	11%	-4	5%	x	8%	6%	i	x	x
Cc1cccc(S(=O)(=O)N(C)C[C@H]2OCc3cnnn3CCCC(=O)N([C@H](C)CO)C[C@H]2C)c1	0%	-12	0%	1%	5%	-2%	i	x	x
Cc1c(C(=O)OCC(=O)NCc2ccccc2)oc2ccccc12	-12%	21	8%	6%	5%	4%	i	-6%	-3%
CCOC(=O)CCC(=O)N1CCNC(=O)C1	-3%	20	12%	8%	10%	8%	i	-7%	0%
Nc1nc2cc(Cl)ccc2n1N	1%	33	15%	11%	8%	0%	i	x	x
CC1(C)C(C(N)=O)C(=O)NC(=O)C1C(N)=O (configuration not stated)	15%	-3	7%	x	4%	17%	i	x	x
CCC(C)[C@H](NC(=O)c1cc2cc(Cl)ccc2n1C)C(=O)N1CCC(C(=O)O)CC1 (some centres not stated)	3%	1	0%	-1%	7%	-2%	i	-1%	0%
NC(=O)CSc1nnc(Cn2c(=O)sc3ccccc32)n1CCc1ccccc1	-17%	-17	-1%	-1%	-3%	4%	u	-8%	-1%
O=C1CSC(=S)N1N=Cc1ccc(Cl)cc1Cl	u	10	-4%	0%	0%	3%	i	2%	1%
Cc1ccccc1OCc1nnc(SCC(=O)O)n1Cc1ccccc1	-2%	4	-6%	5%	0%	-3%	i	u	-5%
COc1ccccc1C(=O)NC(C)c1nc2ccccc2[nH]1 (configuration not stated)	-29%	21	15%	15%	5%	10%	i	-4%	-9%
O=C(N/N=C/c1coc2ccccc2c1=O)c1cc(Br)ccc1O	x	3	-2%	2%	-13%	x	i	2%	1%
O=C(COC(=O)c1c2c(nc3ccccc13)CCCCC2)c1ccc(Cl)s1	0%	12	-3%	-10%	-4%	1%	i	0%	24%
Cc1cc(Cl)ccc1C(O)c1ncc(-c2ccccc2Cl)[nH]1 (configuration not stated)	3%	-5	u	4%	u	0%	i	x	x
O=C(Cn1ncc2c([nH]c3ccccc32)c1=O)NCC1CCN(Cc2ccc(F)cc2)CC1	0%&24%	17	2%	2%&-5%	2%	-2%&12%	i	1%	-1%
CCOc1ccccc1C(=O)Nc1nnc(C(C)C)s1	-15%	-16	11%	5%	-4%	-12%	i	-17%	14%
Cc1ccc(C(=O)NNC(=O)c2ccccc2O)cc1S(=O)(=O)N1CCCCC1	u	38	-1%	u	-12%	u	u	u	u
C[C@H](CO)N1C[C@H](C)[C@@H](CN(C)S(=O)(=O)c2cccs2)Oc2c(NC(=O)c3ccncc3)cccc2C1=O	16%	-4	-3%	7%	8%	10%	i	-32%[inhibitor][9.22 µM]	2%
COc1ccc(C(=O)Nc2nnc(S(=O)(=O)Cc3ccc(F)cc3)s2)cc1	30%	15	u	2%	13%	4%	i	-2%	-1%
COc1cccc(Oc2nc(N)ncc2[N+](=O)[O-])c1	13%	-73*	-1%	27%	0%	-2%	i	2%	-4%
COc1cc(C(=O)Nc2ccc(OCC(=O)N3CCOCC3)cc2C)cc(OC)c1OC	21%	7	0%	1%	1%	18%	i	-22%	-17%
COC(=O)CC1(c2ccc(OC)cc2)C(=O)c2ccccc2C1=O	u	25	u	8%	u	-13%	i	20%	86%
Cc1nn(CC(=O)N2CCN(c3ccccn3)CC2)c(=O)c2cc3sccc3n12	8%	18	0%	x	2%	0%	i	-3%	12%
Cc1nn2c(=O)cc(COc3ccc(/C=C(\C#N)C(=O)Nc4ccccc4C)cc3)nc2s1	-6%	x	x	-12%	x	-23%	i	x	x
Cc1noc(C)c1C(=O)Nc1nc2ccc(S(C)(=O)=O)cc2s1	x	12	-17%	9%	1%	x	u	-2%	1%
CCOC(=O)c1cc(CC)sc1NC(=O)COc1ccccc1C	1%	x	x	9%	x	3%	i	x	x
CC(=O)N1CCc2cc(Br)cc(S(=O)(=O)N3CCC(C(=O)N(C)c4cc(C)ccc4C)CC3)c21	0%	x	x	8%	x	-5%	i	x	x

Bioassay records (PubChem)
